High-throughput results from PubChem BioAssay.
3T3 cytotox: Cytotoxic Profiling in NIH 3T3 Cell Line of Diverse Libraries Using Quantitative High-Throughput Screening. NIH 3T3 viability, CellTiter-Glo ATP luminescence, 48-72 h. Potency, µM (top dose mostly 96.7 µM), inactives show at the top dose activity change, negative = cytotoxicity, hits mostly inhibitors. 94,000 tested, 4.3% active; also: potency is read from the fitted curve at half-maximal effect; nearly all actives have a fitted effect of over 55% in size
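ATP-dependent luminescence (CellTiter-Glo) served as the viability signal for NIH 3T3 cells treated with compound for 48 or 72 hr at 37 °C.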
HEK cytotox: Cytotoxic Profiling in HEK 293 Cell Line of Diverse Libraries Using Quantitative High-Throughput Screening; HEK 293 viability, ATP luminescence (CellTiter-Glo), 48-72 h; Potency, µM (highest dose often 115 µM), inactives show at the highest dose activity change, negative = cytotoxicity, actives largely listed as inhibitors; 94,000 tested, 6.6% active; AID 1345083, 2018; also: potency is read from the fitted curve at half-maximal effect; nearly all actives have a fitted effect of over 60% in size
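HEK 293 cells seeded at 250 cells/well were exposed to compound for 48 or 72 hr at 37 degree Celsius. Viability taken as ATP content by CellTiter-Glo luminescence.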
GPT2 inh: Primary qHTS assay for inhibitors of Glutamate pyruvate transaminase 2 (GPT2) | AID 1671188, 2021 | Potency, µM (doses to about 57.7 µM), without a hit: at the top dose activity change, negative = inhibition, most hits filed as inhibitors | 100,000 tested, 0.25% active | Recombinant GPT2, coupled pyruvate oxidase/HRP Amplex Red fluorescence | Alanine aminotransferase 2 (Homo sapiens), Q8TD30; also: potency is read from the fitted curve at half-maximal effect; nearly all actives have a fitted effect of over 60% in size; many of its hits are not listed in these tables
Target sequence (Q8TD30 whole entry, looked up): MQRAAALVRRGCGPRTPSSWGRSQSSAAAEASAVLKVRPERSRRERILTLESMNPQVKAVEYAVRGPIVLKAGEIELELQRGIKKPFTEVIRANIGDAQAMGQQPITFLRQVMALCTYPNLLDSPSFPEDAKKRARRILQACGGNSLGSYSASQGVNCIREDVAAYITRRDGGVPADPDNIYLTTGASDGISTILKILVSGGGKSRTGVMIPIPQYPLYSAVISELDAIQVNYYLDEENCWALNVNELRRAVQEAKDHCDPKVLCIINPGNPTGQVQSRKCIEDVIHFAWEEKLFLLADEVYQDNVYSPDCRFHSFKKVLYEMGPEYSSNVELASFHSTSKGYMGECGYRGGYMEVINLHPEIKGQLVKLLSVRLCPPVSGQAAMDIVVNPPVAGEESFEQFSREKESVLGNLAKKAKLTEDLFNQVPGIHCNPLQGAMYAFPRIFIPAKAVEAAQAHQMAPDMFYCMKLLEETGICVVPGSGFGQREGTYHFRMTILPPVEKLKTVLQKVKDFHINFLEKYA
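GPT2 10ng/uL, a-KG 250uM, L-Ala 2mM, HEPES pH7.5 + 0.0001% Tween; 30 min RT. Then Amplex mix (PO/HRP/ThPP), 30 min RT dark, fluorescence. AOA 50uM used as positive control.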
SNCA viab count: GF-AFC viability counterscreen for inhibitors of alpha-synuclein gene (SNCA) expression. HEK-293-SNCA-luc viability, GF-AFC fluorescence, 24 h. Potency, µM (doses to about 57.1 µM), without a hit: at the highest dose activity change, negative = cytotoxicity, hits mostly cytotoxic. 150,000 tested, 0.12% active. AID 1671193, 2021;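 also: potency is read from the fitted curve at half-maximal effect; 0% = DMSO-treated cells and -100% = medium-only wells without cells; nearly all actives have a fitted effect of over 30% in size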
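Cytotoxicity counterscreen: after 24 h compound treatment of genome-edited SNCA-luciferase HEK-293 cells, live-cell protease substrate GF-AFC read by fluorescence after 30 min; activity scaled between DMSO (0%) and medium-only (-100%), curves Hill-fitted.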
SNCA expr inh: Primary qHTS assay for inhibitors of alpha-synuclein gene (SNCA) expression. HEK-293 SNCA-luciferase knock-in, luminescence, 24 h. 140,000 tested, 0.17% active. Potency, µM (highest dose often 57.2 µM), for inactives: top-dose activity change, negative = inhibition, most hits filed as inhibitors;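 also: potency is read from the fitted curve at half-maximal effect; plate controls were DMSO cells for no effect and cell-free wells for full effect; nearly all actives have a fitted effect of over 45% in size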
FLuc inh: Firefly luciferase inhibition profiling of diverse chemical library using quantitative high-throughput screening; purified P. pyralis luciferase, luminescence, biochemical; AID 1347043, 2019; Potency, µM (series often up to 115 µM), for inactives: at the top dose activity change, negative = inhibition, usual class: inhibitors; 76,000 tested, 2.5% active; also: potency is read from the fitted curve at half-maximal effect; nearly all actives have a fitted effect of over 65% in size
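Biochemical qHTS: compound (6-point titration) added to 10uM D-luciferin plus 10uM ATP in Tris acetate pH 7.5 buffer with Mg, Tween-20 and BSA, then purified enzyme at 10nM; light output imaged.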
IP6K1 inh: Primary qHTS assay for small molecule inhibitors of Inositol hexaphosphate kinase 1 (IP6K1) | activity change, % (series mostly up to about 58 µM) | IP6K1 kinase, ADP-Glo luminescence, 2 h; hits give low values | Inositol hexakisphosphate kinase 1 (Homo sapiens), Q92551 | 140,000 tested, 0.81% active; in the data active = activity change below about -25%
Target sequence (Q92551 whole entry, looked up): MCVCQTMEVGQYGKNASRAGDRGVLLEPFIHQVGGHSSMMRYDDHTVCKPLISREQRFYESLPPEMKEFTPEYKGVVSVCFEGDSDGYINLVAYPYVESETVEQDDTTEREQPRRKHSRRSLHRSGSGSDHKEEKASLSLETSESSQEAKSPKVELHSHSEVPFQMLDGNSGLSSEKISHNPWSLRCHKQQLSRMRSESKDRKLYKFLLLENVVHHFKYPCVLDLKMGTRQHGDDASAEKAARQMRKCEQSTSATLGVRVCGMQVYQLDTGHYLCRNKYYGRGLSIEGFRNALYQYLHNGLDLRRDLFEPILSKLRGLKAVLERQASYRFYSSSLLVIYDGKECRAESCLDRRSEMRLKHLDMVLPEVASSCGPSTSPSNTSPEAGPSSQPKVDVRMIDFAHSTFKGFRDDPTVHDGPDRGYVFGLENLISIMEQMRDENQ
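ADP-Glo luminescence measures ADP made by human IP6K1 during a 2 h RT reaction with ATP/IP6 (mix at 1.3 mM/130 uM); top library doses 57.5 and 19.1 uM final.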
* = called active by the depositor; i = inactive; ? = inconclusive; · = no result given; & = joins results of further samples; [ ] = remark or other dose. Unless noted, calls follow the shape of the dose curve; as a rule, active = well fitted curve in the direction sought with a large enough effect; inconclusive = small, poorly fitted or top-dose-only effect, or another doubt; inactive = no such curve, though single readings can be large; an effect the other way counts as inactive or inconclusive. Unless noted, % is scaled to controls: 0 for no effect and ±100 for the full control effect. Some of the compounds tested; rates above refer to the full screens.

compound | 3T3 cytotox | HEK cytotox | GPT2 inh | SNCA viab count | SNCA expr inh | FLuc inh | IP6K1 inh
NC(Cc1cc(O)c(O)cc1O)C(=O)O (stereo unspecified) | · | · | ? | -23% | -13% | · | ·
c1cc2nc(C3CCCNC3)[nH]c2cn1 (stereo unspecified) | -11%&1%[174 µM] | -7%[230 µM] | 3%&3%[88.5 µM] | 6%&-1%[87.6 µM] | 9%&-13%[87.6 µM] | -8%[230 µM] | 4&-12
C[C@H]1CCC/C=C/C2C[C@H](O)C[C@H]2[C@H](O)/C=C/C(=O)O1 (stereo partly specified) | · | · | i | ? | · | · | 11
COc1cc2c(cc1OCc1ccccc1)NC(=O)C21CCN(c2ncccn2)CC1 | ? | ? | 1%[88.5 µM] | -8%[87.6 µM] | -22%[87.6 µM] | 1%[172 µM] | -21
C=C[C@H]1CN2CC[C@H]1C[C@@H]2CNC(=O)Nc1cccc(C#N)c1 | -5%[174 µM] | 4%[172 µM] | 0%[88.5 µM] | 2%[87.6 µM] | -10%[87.6 µM] | 0%[172 µM] | -5
CCN(CC)C[C@H]1CN2CC[C@H]1C[C@@H]2CNS(=O)(=O)c1ccc(Cl)cc1 | 71µM* | ? | i | ? | -30%[87.6 µM] | 0%[172 µM] | -14
COc1cc2c(cc1OCc1ccncc1)NC(=O)C21CCN(C(=O)C2CCC2)CC1 | ? | ? | -2%[88.5 µM] | -9%[87.6 µM] | -3%[87.6 µM] | 1%[172 µM] | 7
CCCS(=O)(=O)Nc1ccc(=O)n2c1[C@@H]1C[C@@H](CN(C(=O)COc3ccccc3)C1)C2 | -20% | -1% | -31% | 8% | -7% | -7% | 14
Cn1nccc1CN1CCCC2(CC(c3ccccn3)=NO2)C1 (stereo unspecified) | -8%[138 µM] | ? | i | 0%[87.6 µM] | -4%[87.6 µM] | 3%[172 µM] | 2
CC(=O)N1[C@H]2CC[C@@H]1c1cnc(-c3ccccc3)nc1C2 | -11% | -22% | -1% | 9% | 15% | 7% | 40
COc1cc2c(cc1Oc1ccccc1)NC(=O)C21CCN(C(=O)Cc2ccccc2)CC1 | ? | 40µM* | 5% | ? | ? | -3% | -16
Cn1nccc1C(=O)N1[C@H]2CC[C@@H]1c1cnc(-c3ccc(F)cc3)nc1C2 | ? | ? | i | -10% | -2% | 3% | -4
CCn1cc(S(=O)(=O)N2[C@H]3CC[C@@H]2c2cnc(-c4ccc(F)cc4)nc2C3)cn1 | -16% | ? | -2% | -4% | -26% | -5% | 8
CC1CCN(C[C@H]2CN3CC[C@H]2C[C@@H]3CNC(=O)Nc2ccsc2)CC1 | ? | -29%[172 µM] | 3%[88.5 µM] | -12%[87.6 µM] | 26%[87.6 µM] | 11%[172 µM] | -7
COc1cc2c(cc1Oc1cccc(N(C)C)c1)NC(=O)C21CCN(c2ncc(F)cn2)CC1 | ? | -18% | -9% | -7% | -10% | -3% | -23
Cc1sc2c(c1C)C(c1ccc(Cl)cc1)=NC(CC(=O)OC(C)(C)C)c1nnc(C)n1-2 (stereo unspecified) | · | · | -1% | -33% | · | · | -11
CC(C)(C)NCC(O)c1cc(Cl)c(N)c(Cl)c1 (stereo unspecified) | · | · | ? | 0%[23.9 µM] | -24%[25.6 µM] | · | 23
COc1cc2c(cc1OCC1CC1)NC(=O)C21CCN(Cc2nccs2)CC1 | ? | ? | -14%[88.5 µM] | -12%[87.6 µM] | -20%[87.6 µM] | -7%[172 µM] | -19
CC(=O)Nc1ccc(-c2ccc(=O)n3c2[C@@H]2C[C@@H](CN(C(=O)C(C)(C)C)C2)C3)cc1 | 4%[174 µM] | -3%[172 µM] | i | 0%[87.6 µM] | 2%[87.6 µM] | 13%[172 µM] | 7
Cc1nc(C)c(C(=O)N2[C@H]3CC[C@@H]2c2cnc(-c4ccc(F)cc4)nc2C3)s1 | -21% | ? | 0% | 9% | 70%[activator] | ? | 11
COc1cc2c(cc1CCc1ccccc1)N([S+](=O)([O-])c1cn(C)cn1)CC21CCN(C(C)=O)CC1 | ? | ? | -14% | 3% | -18% | -4% | -1
O=C(O)C(=O)N1C[C@@H]2C[C@H](C1)c1ccc(NS(=O)(=O)c3ccccc3)c(=O)n1C2 | -1%[174 µM] | i | i | 2%[87.6 µM] | 6%[87.6 µM] | -1%[172 µM] | 13
C#C[C@H]1CN2CC[C@H]1C[C@@H]2COC(=O)Nc1ccc(Br)cc1 | ? | ? | ? | 4%[87.6 µM] | -1%[87.6 µM] | -4%[172 µM] | 8
O=C1Nc2ccccc2O[C@H]2C[C@@H]1N(Cc1ccccn1)C2 | i | -5%[172 µM] | i | 2%[87.6 µM] | 15%[87.6 µM] | -2%[172 µM] | -17
COc1cc2c(cc1OC1CCCC1)NC(=O)C21CCN(c2ncccn2)CC1 | ? | 100µM* | 5%[88.5 µM] | -15%[87.6 µM] | 11%[87.6 µM] | 16%[172 µM] | -9
COc1cc2c(cc1Oc1ccccc1)NC(=O)C21CCN(c2cnccn2)CC1 | ? | ? | -2%[88.5 µM] | -10%[87.6 µM] | -30%[87.6 µM] | -16%[172 µM] | -16
c1ccc(CN2CCC3(CC(c4cccnc4)=NO3)C2)nc1 (stereo unspecified) | i | 4% | i | -1% | -22% | · | -3
COc1ccc(CC(=O)N2[C@H]3CC[C@@H]2c2cnc(-c4ccccc4)nc2C3)cc1OC | -21% | ? | i | -3% | -7% | 0% | 2
C[C@H](NC(=O)Cc1cc(F)cc(F)c1)C(=O)N[C@@H]1N=C(c2ccccc2)c2ccccc2N(C)C1=O | · | · | -3% | 6% | · | · | -10
C#C[C@H]1CN2CC[C@H]1C[C@@H]2COC(=O)Nc1ccc(OC(F)(F)F)cc1 | 40µM* | ? | -3%[88.5 µM] | -7%[87.6 µM] | -7%[87.6 µM] | 6%[172 µM] | -9
O=c1ccc(-c2cncnc2)c2n1C[C@H]1C[C@@H]2CN(S(=O)(=O)c2ccccc2)C1 | 2%[174 µM] | -1%[172 µM] | i | -3%[87.6 µM] | 13%[87.6 µM] | -1%[172 µM] | 18
CC(C)c1ccc(NC(=O)CN2C(=O)CN=C(c3ccccc3)c3ccccc32)cc1 | · | · | · | -3% | 14% | · | -6
CC1=C2[C@H]3OC(=O)[C@@H](C)[C@@H]3CC[C@@]2(C)C=CC1=O | · | · | -14% | ? | 8%[25.6 µM] | · | -4
CN(C[C@H]1CN2CC[C@H]1C[C@@H]2CNC(=S)NCc1ccco1)c1ccccc1 | 28µM* | 40µM* | i | -19%[87.6 µM] | ? | -2%[172 µM] | -4
CN(N=O)c1cc(O)ccc1O | · | · | ? | -8% | 16% | · | ·
COc1ccc(C(=O)N2C[C@@H]3C[C@H](C2)c2c(-c4ccc(Cl)cc4)ccc(=O)n2C3)cc1 | i | 1%[172 µM] | i | -11%[87.6 µM] | -1%[87.6 µM] | 1%[172 µM] | -3
COc1ccc(NC(=O)OC[C@H]2C[C@@H]3CCN2C[C@@H]3c2cc(-c3ccccc3OC)nn2C)cc1 | -24% | -24% | -5% | 2% | -25% | -1% | -12
C#CCN(C)C[C@H]1CN2CC[C@H]1C[C@@H]2CNS(=O)(=O)c1ccc(Cl)cc1 | -18%[174 µM] | -27%[172 µM] | -26%[88.5 µM] | -3%[87.6 µM] | -5%[87.6 µM] | -4%[172 µM] | 31
COc1ccc2c(c1)C1(CCN(C(=O)C(C)(C)C)C1)C(=O)N2C (stereo unspecified) | -12% | ? | i | 6% | 0% | -9% | 35
C[C@]12C=CC(=O)C=C1CC[C@@H]1[C@@H]2CC[C@@]2(C)[C@H]1CC[C@]2(C)O | · | · | 2% | 34%[23.9 µM] | -2%[25.6 µM] | · | 32
C[N+](C)(C)CC#CCOC(=O)Nc1cccc(Cl)c1 | · | · | 5% | 12% | -5% | · | ·
CN1CCCC(C(=O)N2C3CCC2CN(Cc2cccnc2)C3)C1 (stereo unspecified) | 3% | -23% | i | 12% | 14% | · | 6
NCC(CC(=O)O)c1ccc(Cl)cc1 (stereo unspecified) | · | · | -1%[0.698 µM] | 14% | 14% | · | -1
C#C[C@H]1CN2CC[C@H]1C[C@@H]2CNC(=O)Nc1cc(OC)cc(OC)c1 | ? | -15%[172 µM] | 0%[88.5 µM] | 0%[87.6 µM] | 6%[87.6 µM] | -2%[172 µM] | -1
CCC1(CC)C(=O)NC(=O)NC1=O | · | · | -5% | -4%[23.9 µM] | -19%[25.6 µM] | · | 22
CN1CCN([C@H]2[C@@H]3OC[C@@H](O3)[C@@H](NCc3ccccn3)[C@@H]2O)CC1 | -6%[174 µM] | -7%[172 µM] | -28%[88.5 µM] | -6%[87.6 µM] | ? | 7%[172 µM] | 9
COC(=O)N1CCN(C(=O)Cc2ccc(Cl)c(Cl)c2)C(CN2CCCC2)C1 (stereo unspecified) | · | · | i | 7% | 14% | · | ·
COc1ccc(-c2cc([C@H]3CN4CC[C@H]3C[C@@H]4CNCc3ccccn3)n(C)n2)cc1 | ? | -10%[172 µM] | i | -1%[87.6 µM] | 5%[87.6 µM] | 1%[172 µM] | 2
C[C@@H]1[C@@H](C(=O)C[C@H]2O[C@@H]3O[C@]4(C)CC[C@@H]5[C@H](C)CC[C@@H]([C@H]2C)[C@@]35OO4)O[C@@H]2O[C@]3(C)CC[C@H]4[C@H](C)CC[C@@H]1[C@@]24OO3 | · | · | -1% | -12% | -13% | · | ·
O=c1ccc(-c2ccc(Cl)cc2)c2n1C[C@H]1C[C@@H]2CN(S(=O)(=O)c2ccccc2)C1 | -22% | -3% | -26% | -4% | -11% | -10% | 6

Other structures.
compound | 3T3 cytotox | HEK cytotox | GPT2 inh | SNCA viab count | SNCA expr inh | FLuc inh | IP6K1 inh
Cc1cc(CN2CCC3(C2)C(=O)N(C)c2ccccc23)no1 (stereo unspecified) | -1%[138 µM] | 0%[172 µM] | i | -3%[87.6 µM] | 5%[87.6 µM] | 6%[172 µM] | -8
O=C(c1ccc(F)cc1)N1C[C@@H]2C[C@H](C1)c1c(-c3cncnc3)ccc(=O)n1C2 | -2%[174 µM] | -3%[172 µM] | 1%[88.5 µM] | -1%[87.6 µM] | 4%[87.6 µM] | -5%[172 µM] | 13
NC(=O)C1=NO[C@@H]2CN(CC3CCCCC3)C[C@H]12 | ? | ? | -7%[88.5 µM] | -1%[87.6 µM] | 39%[activator][87.6 µM] | 0%[230 µM] | 16
COc1cc2c(cc1OCc1ccccc1)N(C(=O)C(C)C)CC21CCN(C)CC1 | 89µM* | ? | 2%[88.5 µM] | -24%[87.6 µM] | 5%[87.6 µM] | 0%[172 µM] | -5
